Bioassay records (PubChem)
Autophagy HCS = autophagy modulation, high-content screen | MEF GFP-LC3 puncta imaging; test concentration mostly 10 µM | calls only at 10 µM (by protocol) | actives 0.98% (n = 190,000) | AID 463193;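 active means percentage of spot-positive cells more than 3 SD above its plate mean, without a fluorescence outlier flag or 80% toxicity; inconclusive means no clear call, values can overlap the other calls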;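 further: spot-positive cell cutoff set from DMSO-treated cells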
Insulin prom up = MIN6 insulin promoter up-regulation. MIN6 insulin promoter-GFP reporter, high-content imaging; hits give high values. z-score at 5 µM. actives 0.3% (n = 190,000). AID 1625;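 active means z-score above 3 at 5 µM with at least 500 cells counted in the well; inconclusive means wells under 500 cells, flagged as cytotoxic or low count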
West Nile virus CPE = West Nile virus antiviral activity, cell-based, CPE readout (AID 1621). West Nile virus-infected cells, CPE inhibition; higher % means a stronger effect. CPE inhibition, % at 10 µM, or IC50 in µM where a hit was titrated. actives 0.02% (n = 290,000); in the data active means a potency from the dose series; inconclusive means CPE inhibition mostly from about 3.7% at the one dose, without a potency; inactive means the rest, 99 in 100 with CPE inhibition below about 2.2%; further: strong numbers were not always called active
T cell modulator = T cell immune modulators affecting CD8 T cell-vesicle binding; 2C CD8+ T cell-vesicle binding, flow cytometry; hits give low values; calls only at 7 µM; actives 0.068% (n = 330,000);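 active means response, share of CD8 T cells binding vesicles, and their 90th percentile fluorescence all below set limits, cut at about 80% in these data, passing the limit was not always enough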
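material = purified 2C TCR transgenic mouse naive CD8+ T cells | controls = Unloaded micro-vesicles (low), QL9 vesicles with 0.7% DMSO (high) | detection = cytometric PE anti-B7-1 and Alexa647 anti-CD8 signals after 1% paraformaldehyde fixation | incubation = binding step 1.5 h, 37 °C, antibody labelling 20 min, ice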
WT yeast gro inh = growth inhibition of WT yeast, mitochondrial fusion screen; mitochondrial fusion phenotypic screen, WT strain; inhibition, % at 10 µM; actives 2.1% (n = 190,000); in the data active means inhibition above about 58%; tested in S. cerevisiae
MT stabilizer = stabilizes microtubules in HeLa cells; HeLa tubulin immunostaining HCS, 24 h; share of cells brighter than vehicle mean+2SD; % tubulin-high responders, % at 10 µM; actives 0.83% (n = 200,000); AID 2205;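 active means plate Z-score above 3 for both tubulin-high and condensed-nucleus cell shares, with cell loss under 80%, at 10 µM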;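 further: anti alpha tubulin signal scored within the nucleus-defined area of each cell; some results filed as inactive read as strong as hits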
b-catenin transl = modulators of beta-catenin nuclear translocation; HeLa beta-catenin nuclear translocation, immunofluorescence imaging; nuclear translocation activity, % at 5 µM; actives 0.3% (n = 190,000); AID 1665;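 active means nuclear translocation activity above 50% at 5 µM, with a well cell count of 50 or more; inconclusive means wells under 50 cells across six images, flagged as toxic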;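 further: per-cell ratio of nuclear to cytoplasmic median beta-catenin stain intensity; plate controls were DMSO negative control for no effect and GSK-3 inhibitor IX positive control for full effect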
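System: Human HeLa cells, endogenous beta-catenin | Compound dosing: 5 µM primary, 0.02–20 µM confirmation | Timing: 24 h compound exposure at 37°C, 5% CO2 | Measured by: Fluorescence imaging of beta-catenin antibody stain plus DAPI | Read-out basis: % activation of per-cell nuclear versus cytoplasmic median beta-catenin signal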
Myeloid diff MLP = myeloid differentiation induction; AID 624256; ER-HoxA9 myeloid progenitors, lysozyme-GFP differentiation, flow cytometry; calls only at 10 µM; actives 1% (n = 360,000);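 active means normalized GFP-positive differentiation at or above the plate's own cutoff, the solvent-only control mean plus 3 SD; inconclusive means no clear call, values can overlap the other calls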;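 further: cells exposed to compound for four days before flow analysis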
Lipid droplet = hepatic lipid droplet formation modulation; AML12 mouse hepatocytes, oleate lipid droplets, BODIPY imaging; AID 1656; inhibition, % at 6.5 µM; actives 0.4% (n = 240,000);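 active means lipid droplet intensity inhibited by at least 50%, with more than 500 cells counted; inconclusive means wells with under 300 cells, treated as cytotoxic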
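Assay system: AML12 mouse liver cells | Compound dosing: One dose, 6.5 µM compound | Read-out basis: Droplet intensity reduction, % inhibition | Measured by: Fluorescence imaging, 20x objective, two fields per well | Schedule: Overnight treatment with compound plus oleate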
WT yeast gro inh mutant strain = recorded beside WT yeast gro inh, whose call it bears; inhibition, %; mitochondrial fusion phenotypic screen, mutant strain inhibition
Insulin prom up cell count = second read-out of Insulin prom up, no call of its own (marks repeat the call); cell count; measured here: cytotoxicity, nuclei count;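 total cells summed across four imaged fields per well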
Lipid droplet cells 6.5 µM = further read-out of Lipid droplet, marked with its call; cell count; measured here: cell count, cytotoxicity flag;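 cells counted across two imaged fields per well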
b-catenin transl cell count 5 µM = second read-out of b-catenin transl, no call of its own (marks repeat the call); cell count; measured here: cell count, cytotoxicity flag
T cell modulator vesicle-bound % = recorded beside T cell modulator, whose call it bears; double positive events, %; measured here: CD8+ vesicle-bound cell fraction;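 binding gate set so that unloaded-vesicle control wells show 10% double positive cells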
MT stabilizer Hoechst-high % = also measured in MT stabilizer; calls as there; % Hoechst-high responders; measured here: nuclear condensation Hoechst responders;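 share of cells brighter than vehicle mean plus two SD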
MT stabilizer cytotoxicity % = also measured in MT stabilizer; calls as there; toxicity, %; measured here: cytotoxicity by cell density;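 0% = mean cell density of plate MIN control wells and 100% = no cells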
Autophagy HCS cell loss 18 h = recorded beside Autophagy HCS, whose call it bears; toxicity, %; measured here: cell loss, nuclei count;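 cell loss after 18 h compound exposure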
Myeloid diff MLP GFP+ MAC1+ % = recorded beside Myeloid diff MLP, whose call it bears; GFP+ MAC1+ double positive, %; measured here: differentiation confirmed by MAC1 staining
* = called active by the depositor; i = inactive; ? = inconclusive; · = no result given; + = active, no number.

Compound	Autophagy HCS	Autophagy HCS cell loss 18 h	Insulin prom up	Insulin prom up cell count	West Nile virus CPE	T cell modulator	T cell modulator vesicle-bound %	WT yeast gro inh	WT yeast gro inh mutant strain	MT stabilizer	MT stabilizer Hoechst-high %	MT stabilizer cytotoxicity %	b-catenin transl	b-catenin transl cell count 5 µM	Myeloid diff MLP	Myeloid diff MLP GFP+ MAC1+ %	Lipid droplet	Lipid droplet cells 6.5 µM
CCOc1ccc(-n2c(O)c(C=NCCN(CC)CC)c(=O)[nH]c2=O)cc1	i	5	0.32	1201	0.4%	i	20	-2	-20	1.4	1.7	8.2	-0.4	1069	i	0.1	10	712
CCN1C(=O)NC(=O)/C(=C\c2cn(CC(=O)N3CCCCC3)c3ccccc23)C1=O	·	·	·	·	-0.4%	i	36	·	·	·	·	·	·	·	i	0.7	-3	725
O=C(CSC1c2ccccc2-c2ccccc21)N/N=C/c1ccccc1O	i	33	-2.8	825	?	i	3	8	5	5.5	0.9	39	·	·	?	·	-5	835
CN1CCN(c2cc(N3CCNCC3)ccc2[N+](=O)[O-])CC1	i	-2	1.2	1036	-0.5%	i	5	0	-17	3.3	1.4	0.1	·	·	i	0.2	-29	621
C#C[C@]1(O)CC[C@H]2[C@@H]3CCC4=CC(=O)CC[C@]4(C)[C@H]3CC[C@@]21C	i	9	·	·	-0.7%	i	22	-4	-14	3.6	1.9	4.1	·	·	i	2.6	-9	743
Cn1cc(C(=O)N2CCCCC2)c2ccccc21	i	6	-0.17	1163	-0.1%	i	10	-20	10	8.0	2.1	8.4	2.4	1072	i	0.5	11	646
CC(C)(C)c1ccc(O)c(N=Cc2c(O)ccc3ccccc23)c1	·	·	·	·	-0.8%	i	31	·	·	·	·	·	·	·	+	13*	1	849
Cc1ccccc1-n1c(O)c(C=Nc2ccc3c(c2)OCO3)c(=O)[nH]c1=O	i	-1	-0.57	915	0.7%	i	51	7	-5	4.2	1.6	2.4	0.8	1067	i	5.9	·	·
COc1cccc(-c2cc(C(F)(F)F)n3nc(C(=O)N4CCC5(CC4)OCCO5)cc3n2)c1	i	7	-0.54	1184	0.6%	i	5	-2	0	3.0	1.6	8.2	·	·	i	5.7	-8	658
C[C@]12CCC3C(CCC4=C/C(=N/OCC(=O)NC(CCC(N)=O)C(=O)O)CC[C@@]43C)C1CCC2O (some centres not stated)	·	·	·	·	0.2%	i	34	·	·	·	·	·	·	·	i	0.3	-19	767
CCOC(=O)c1c(C)n(Cc2ccccc2)c2ccc(OCC(O)CN3C(=O)CNC3=O)cc12 (configuration not stated)	i	-11	-1.3	1340	0.8%	i	32	2	13	2.8	1.4	7.8	-1.9	1189	i	4.7	1	726
CCOc1ccc(C2CC(c3c(O)n(C)c(=O)n(C)c3=O)=NN2)cc1 (configuration not stated)	·	·	-0.33	1324	0.1%	i	43	·	·	·	·	·	0.0	1258	i	0.4	·	·
CN1CCN(c2ccc(C(N)=O)cc2N)CC1	i	3	·	·	·	i	36	27	29	2.0	1.7	9.3	-0.5	833	i	0.3	·	·
O=C(NC1CC2CCCC(C1)N2)c1ccccc1 (configuration not stated)	·	·	·	·	0.2%	i	48	·	·	·	·	·	·	·	i	0.2	-1	772
O=c1[nH]c(=S)[nH]c(O)c1N=Nc1ccc(S(=O)(=O)N2CCOCC2)cc1	·	·	0.5	1051	1.2%	i	33	·	·	·	·	·	-0.3	1285	i	0.5	-16	703
COc1ccc(P2(=O)Nc3ccccc3N2)cc1	i	6	0.17	1555	0.3%	i	49	25	28	2.4	1.9	6.7	-0.4	1345	i	0.7	·	·
CN1C(=O)C(=Cc2ccc(SC3CCCCC3)o2)C(=O)N(C)C1=O	i	-16	0.16	1138	-0.2%	i	52	5	20	2.7	1.9	11	0.0	1155	i	0.3	15	803
CC(=O)c1c(C)n(Cc2ccccc2Cl)c2ccc(O)cc12	i	1	0.11	1431	-0.7%	i	55	-18	-25	2.6	1.1	5.9	-0.8	996	i	0.0	0	783
O=C(COc1ccccc1)N1CCN(CCN2C(=O)c3cccc4cccc(c34)C2=O)CC1	i	-7	0.99	1271	-1.0%	i	30	17	12	1.1	1.9	9.6	-1.4	1075	i	0.1	-7	714
CC1CN=C(NCc2ccccc2Cl)S1 (configuration not stated)	·	·	·	·	-1.1%	i	30	·	·	·	·	·	·	·	i	0.2	-2	890
Cc1ncc([N+](=O)[O-])n1CCOC(N)=O	·	·	·	·	0.5%	i	28	·	·	·	·	·	-0.8	1338	i	0.6	27	673
O=C1C2CCCN2C(c2cccs2)N1c1ccccn1 (configuration not stated)	i	3	1.1	1310	-0.1%	i	39	6	-6	2.6	2.3	6.8	-3.7	962	i	0.7	·	·
Oc1ccc(Cl)cc1CN1CCN(Cc2ccccc2)CC1	i	4	-0.07	909	0.2%	i	28	-32	-5	1.8	0.9	7.9	3.3	1266	i	1.9	2	811
O=c1[nH]c(=S)[nH]c(O)c1CN1CCCCC1	i	5	0.07	1295	0.2%	i	4	-1	-6	3.8	1.7	6.9	-0.9	933	i	1.4	4	607
Fc1ccc(CNCCc2ccc3c(c2)OCO3)cc1	·	·	·	·	-0.7%	i	48	·	·	·	·	·	·	·	i	0.4	6	838
O=C(CN1CCN(Cc2cccc(Cl)c2)C1=O)N1CCC2(CC1)OCCO2	i	-6	-0.24	931	0.0%	i	42	3	-6	0.8	1.3	10	-3.4	1169	i	1.1	-1	778
CCC(C)N1C(=O)NC(=O)C2(Cc3cc(C)ccc3N(C)C2)C1=O (configuration not stated)	i	15	0.45	1185	0.1%	i	21	-14	-6	3.0	2.9	8.0	-7.4	1015	i	0.3	·	·
CN1CCN(CCC(C#N)(c2ccccc2)c2ccccc2)CC1	i	11	-1.7	1254	0.7%	i	44	5	-4	3.8	3.6	4.1	-5.2	991	i	0.7	·	·
CN(C)CC1CSCCC1(O)c1ccc(C(F)(F)F)cc1 (configuration not stated)	i	-10	0.05	1413	-0.2%	i	48	-22	16	1.8	1.9	14	1.7	979	i	0.4	0	692
COc1ccc(C(=O)C23CN4CN(CN(C4)C2)C3)cc1	i	16	-0.39	1159	1.0%	i	50	-4	-9	4.0	2.6	7.6	-0.6	1096	i	0.0	-2	708
COC(=O)CC1=C(C(=O)OC)C2(C(=O)N(C)c3ccccc32)C(C#N)=C(N)O1 (configuration not stated)	i	-9	·	·	0.5%	i	29	12	8	4.5	1.8	6.4	·	·	i	1.0	·	·
C[C@]12CCC3[C@@H](CCC4=CC(=O)CC[C@@]43CO)C1CCC2=O (some centres not stated)	·	·	·	·	0.0%	i	33	·	·	·	·	·	·	·	i	0.7	17	855
C/C(=N\NC(=O)c1ccncc1)c1c(O)n(-c2ccccc2)c(=O)[nH]c1=O	·	·	-0.25	1505	-0.2%	i	17	·	·	·	·	·	-3.8	1206	i	0.1	19	700
CC(=O)c1cn(Cc2ccc(C#N)cc2)c2ccccc12	i	-2	·	·	-0.4%	i	60	2	-6	1.1	0.7	1.6	1.2	1520	i	0.4	2	678
Cc1ccc(N2C(=O)NC(=O)/C(=C\c3cc(C)n(-c4cc(C(=O)O)cc(C(=O)O)c4)c3C)C2=O)cc1	·	·	·	·	1.3%	i	50	·	·	·	·	·	·	·	i	1.1	-1	799
CN1CCN(C(=S)SCC(=O)Nc2ccc(Cl)cc2C(=O)c2ccccc2)CC1	i	18	-0.14	1381	-0.3%	i	58	7	7	2.0	2.8	9.8	-0.6	936	i	1.2	-39	636
COc1ccc(CN2CCCC(C(=O)c3ccc(Cl)cc3)C2)c(O)c1 (configuration not stated)	·	·	·	·	-1.0%	i	54	·	·	·	·	·	·	·	i	0.7	-9	818
CC1CN(O)C2CCc3nonc3C12O (configuration not stated)	i	7	0.96	1247	0.8%	i	2	-34	-9	1.7	1.2	6.5	-4.5	1191	i	1.0	2	751
CCC(=NCc1ccco1)c1c(O)n(-c2ccc(C)cc2)c(=O)[nH]c1=O	i	3	0.99	1441	-1.0%	i	31	16	-21	1.9	1.9	3.5	1.2	1475	i	5.1	·	·
CC1N=C(c2ccccc2)c2cc(Br)ccc2NC1=O (configuration not stated)	·	·	·	·	-0.5%	i	46	·	·	·	·	·	·	·	i	0.5	4	734
CCN1CCC2(CCNC2)C1 (configuration not stated)	i	-1	-0.45	1561	1.2%	i	42	-2	-2	2.1	1.9	5.4	-2.6	1411	i	1.1	·	·
CCOc1ccc2oc(C(=O)NN3C(C)CCCC3C)c(C)c2c1 (configuration not stated)	i	-4	-0.1	1330	-1.1%	i	0	10	35	5.1	3.1	8.1	-0.4	1050	i	0.5	-9	707
FC(F)(F)C1=NC(C(F)(F)F)=NP(N2CCOCC2)(N2CCOCC2)=N1	i	8	0.32	1349	0.7%	i	17	-21	-3	3.3	2.5	1.7	-5.6	1248	i	0.9	2	800
N#Cc1ccccc1Cn1cc(C(=O)c2ccccc2F)c2ccccc21	i	-9	-1.8	1215	-0.6%	i	13	46	44	3.0	2.7	7.9	-3.4	1138	i	0.6	-2	670

Not all compounds are listed. The share of hits here may be higher or lower than overall.
